D2 agonist: HTS Assay for Allosteric Agonists of the Human D2 Dopamine Receptor: Primary Screen for Agonists | D(2) dopamine receptor (Homo sapiens), P14416 | HEK293 T-REx D2 cells, calcium flux agonist mode | activation, % at 2 µM | 340,000 tested, 0.53% active | AID 485358, 2010;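 active = activation over 3 SD above normal in the single-dose calcium agonist read, cut at about 30% in these data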; also: 0% is about no effect
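Tetracycline-induced HEK293 Trex cells with D2 receptor force-coupled to calcium signaling, plated overnight at 30 C and loaded with no-wash calcium dye. Calcium flux read kinetically for 180 s after compound addition; responses flag agonists.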
D2 antag: HTS Assay for Allosteric Antagonists of the Human D2 Dopamine Receptor: Primary Screen for Antagonists; HEK293 TREx D2 cells, calcium flux, dopamine EC80; 340,000 tested, 2% active; AID 485344, 2010; inhibition, % at 10 µM; in the data active = inhibition above about 30%; also: 0% is about no effect
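Cells plated overnight at 30 C with tetracycline; no-wash calcium dye, 30–90 min RT; 10 s baseline; compound pinned; 180 s read; EC80 dopamine added; another 180 s read.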
12-LOX inh: Primary qHTS assay for inhibitors of human arachidonate 12S-lipoxygenase (ALOX12): Round 2; purified 12hLO, xylenol orange hydroperoxide absorbance; 580,000 tested, 1.1% active; Potency, µM (titrated, usually from 108 µM), for inactives: at the highest dose activity change, negative = inhibition, hits mostly inhibitors; Polyunsaturated fatty acid lipoxygenase ALOX12 (Homo sapiens), P18054; also: potency is read from the fitted curve at half-maximal effect; % is scaled to controls: 0 for no effect and ±100 for the full control effect
Target sequence (P18054 whole entry, looked up): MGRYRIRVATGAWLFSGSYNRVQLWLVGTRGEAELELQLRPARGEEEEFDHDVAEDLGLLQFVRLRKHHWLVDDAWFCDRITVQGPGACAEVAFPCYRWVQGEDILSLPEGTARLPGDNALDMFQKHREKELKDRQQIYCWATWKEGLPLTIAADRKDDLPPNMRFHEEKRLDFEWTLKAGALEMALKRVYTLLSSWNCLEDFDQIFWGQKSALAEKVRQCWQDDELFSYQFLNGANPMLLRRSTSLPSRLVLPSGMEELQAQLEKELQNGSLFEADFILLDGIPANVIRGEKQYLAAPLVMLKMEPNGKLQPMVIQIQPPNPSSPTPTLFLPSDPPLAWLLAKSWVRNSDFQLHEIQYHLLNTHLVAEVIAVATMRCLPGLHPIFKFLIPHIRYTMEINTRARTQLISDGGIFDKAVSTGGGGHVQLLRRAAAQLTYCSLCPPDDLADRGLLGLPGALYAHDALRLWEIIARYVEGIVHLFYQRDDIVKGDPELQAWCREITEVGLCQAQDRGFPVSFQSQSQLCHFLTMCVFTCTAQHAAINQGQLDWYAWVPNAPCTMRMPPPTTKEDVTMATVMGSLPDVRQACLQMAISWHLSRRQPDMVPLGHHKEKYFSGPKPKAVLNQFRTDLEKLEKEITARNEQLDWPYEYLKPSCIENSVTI
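Purified human 12hLO (150 nM final) in 25 mM Hepes, 0.01% Triton X-100, pH 7.0 was preincubated 15 min at room temperature with compound. Then 40 uM arachidonic acid was added, 30 min. Hydroperoxide was read by Fe-XO absorbance ratio 573/405 nm.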
LDHA block: qHTS assay for inhibitors of human lactate dehydrogenase; 480,000 tested, 0.15% active; activity change, % (values are at about 110 or 230 µM); L-lactate dehydrogenase A chain (Homo sapiens), P00338; purified LDHA, NADH/diaphorase-resazurin fluorescence; stronger effect = lower value; in the data active = activity change below about -30%; inconclusive = mostly about -25% to -30%;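 also: plate controls were DMSO wells for no effect and wells without enzyme for full effect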
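LDH5 2 nM; NADH 0.06 mM, pyruvate 0.2 mM; 200 mM Tris pH 7.4, EDTA, Tween-20; 5 min RT. Detection: diaphorase 0.133 mg/mL + resazurin 37 µM, fluorescence ex540/em590 at 0 and 20 min; normalized to enzyme-free and DMSO wells.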
Vif-APOBEC3G blk: qHTS for Inhibitors of Vif-A3G Interactions: qHTS; HeLa A3G-eYFP + Vif (tagged APOBEC3G with the HIV-1 protein that degrades it), YFP fluorescence, overnight; Potency, µM (top dose mostly 46.1 µM), inactives show at the highest dose activity, negative = active, hits mostly inhibitors; 410,000 tested, 0.076% active;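 also: potency is read from the fitted curve at half-maximal effect; % is scaled to controls: 0 for no effect and ±100 for the full control effect; nearly all actives have a fitted effect of over 60% in size; hits raise eYFP signal because A3G escapes Vif-driven loss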
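Read-out is eYFP fluorescence (Ex 488/Em 500-530) from Vif-expressing HeLa A3G-eYFP cells; more signal means A3G escaped Vif-mediated degradation. Cells plated overnight, compound pinned in, incubated overnight at 37 deg C.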
Vif-A3F inh: qHTS for Inhibitors of Vif-A3F Interactions: qHTS; Potency, µM (doses to about 46.1 µM), for the others: at the top dose activity, negative = active; AID 602313, 2012; HeLa A3F-eYFP + Vif (tagged APOBEC3F with the HIV-1 protein that degrades it), YFP fluorescence increase; 390,000 tested, 0.2% active; also: potency is read from the fitted curve at half-maximal effect; % of control where 0% means no effect; nearly all actives have a fitted effect of over 65% in size
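Fluorescence increase (Ex 488/Em 500-530) after overnight compound treatment at 37 deg C flags inhibition of Vif-driven A3F-eYFP loss in stable HeLa A3F-eYFP/Vif cells seeded overnight beforehand.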
ERG Ets-DNA blk: qHTS for Small Molecule Inhibitors of the ERG Ets/DNA interaction; Transcriptional regulator ERG (Homo sapiens), P11308; fluorescence polarization, His-ERG Ets domain / labelled DNA; Potency, µM (doses to about 76.9 µM), for the others: at the highest dose FP activity, negative = inhibition, most hits filed as inhibitors; 370,000 tested, 0.028% active; AID 624246, 2012; active = well fitted inhibition curve with a large enough effect in the polarisation, with a control signal flat; inconclusive = small, poorly fitted or top-dose-only effect, or effect the other way, or a change in a side signal; inactive = no such curve, though single readings can be large or run the other way; the % refers to the polarisation;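 also: polarization taken with two DNA probes labelled with fluorescein and Texas red; potency is read from the fitted curve at half-maximal effect; % of control where 0% means no effect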
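His-tagged ERG Ets domain (1 uM in the protein solution; 300mM KCl, 50mM Tris-HCl, 1mM EDTA, 1mM DTT, pH 7.5) received compound, then a probe mix of 5 nM fluorescein-DNA and 100nM Texas-615-DNA. Fluorescence polarization was read for both dyes.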
RGS4 inh: Inhibitors of Regulator of G Protein Signaling (RGS) 4: qHTS; Transcreener GDP fluorescence polarization, RGS4-accelerated GTP hydrolysis; Potency, µM (top dose mostly 114 µM), without a hit: at the highest dose activity change, negative = inhibition, usual class: inhibitors; 390,000 tested, 0.039% active; AID 504845, 2011; also: potency is read from the fitted curve at half-maximal effect; % is scaled to controls: 0 for no effect and ±100 for the full control effect; nearly all actives have a fitted effect of over 75% in size; some results filed as inactive show a strong effect at the top dose
Target sequence (P49798 whole entry, looked up): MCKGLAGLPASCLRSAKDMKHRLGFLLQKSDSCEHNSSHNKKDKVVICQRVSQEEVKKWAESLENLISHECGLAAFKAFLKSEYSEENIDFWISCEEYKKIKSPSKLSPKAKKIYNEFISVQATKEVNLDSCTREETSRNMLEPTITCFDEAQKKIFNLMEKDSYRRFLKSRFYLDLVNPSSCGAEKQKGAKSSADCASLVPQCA
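MLSMR compounds (23 nl, pin-transferred) preincubated 10 min at room temperature with a 500nM (2x) first reagent, then RGS4 at 900nM (2x) plus Transcreener GDP mix added; fluorescence polarization (620/688 nm) read before and after 90 min at 30 °C.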
Glioma ERSR ind: qHTS for Inducers of the Endoplasmic Reticulum Stress Response (ERSR) in Human Glioma: qHTS | U87-MG GRP78 promoter luciferase reporter, 16 h | Potency, µM, inactives show top-dose activation, hits mostly activators | 420,000 tested, 0.02% active; also: potency is read from the fitted curve at half-maximal effect; series mostly up to about 76 µM; % of control where 0% means no effect; nearly all actives have a fitted effect of over 35% in size
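Stably transfected U87-MG human glioma cells carrying a GRP78-based luminescent sensor were seeded at 1000 cells/well, pin-dosed with compounds and incubated 16 h. Luciferase reagent was then added, and end-point luminescence was read after 10 min at room temperature.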
The depositor's hits bear a star; i = inactive; u = inconclusive; x = not tested or not shown; [ ] = remark or other dose. Unless noted, calls follow the shape of the dose curve; as a rule, active = well fitted curve in the direction sought with a large enough effect; inconclusive = small, poorly fitted or top-dose-only effect, or another doubt; inactive = no such curve, though single readings can be large; an effect the other way counts as inactive or inconclusive.

SMILES | D2 agonist | D2 antag | 12-LOX inh | LDHA block | Vif-APOBEC3G blk | Vif-A3F inh | ERG Ets-DNA blk | RGS4 inh | Glioma ERSR ind
CCOc1ccc(N2C(=O)C3ON(C)C(c4ccc([N+](=O)[O-])cc4)C3C2=O)cc1 (centres undefined) | 0.9 | -6 | -2% | -6 | 3% | 4% | -11% | 2% | -3%
Cc1ccc(Cc2c(-c3cccc(Cl)c3)nc3c4ccccc4ccn23)cc1 | x | x | u | -7 | -13% | x | x | x | -2%
CCN(CC)c1ccc(/C=N/NC(=O)CC(C)C)cc1 | -0.9 | 4 | 14% | -3 | -8% | -3% | 8% | 17% | 4%
Cc1cc(C)n(-c2cc(N3CCN(C(=O)c4ccc(C(C)(C)C)cc4)CC3)ccc2[N+](=O)[O-])n1 | x | x | 5% | -6 | -8% | 1% | 3% | 1% | 2%
CCCCN(C(=O)CSCC(=O)Nc1cccc(C)c1)c1c(N)n(Cc2ccccc2)c(=O)[nH]c1=O | -0.3 | -5 | -7% | -10 | -1% | 0% | x | -5% | -3%
Cc1cc(C(=O)Nc2cccnc2)no1 | 0.2 | -15 | -4% | -7 | 1% | -8% | 2% | 16% | 0%
COc1ccc(C(C)(C)C)cc1NC(=O)CCc1c(C)noc1C | -0.6 | 63* | 147%[activator] | 3 | -7% | 1% | 2% | -18% | -3%
COc1ccc(S(=O)(=O)N(CCc2ccccc2)CC(=O)O)cc1C | -0.1 | 2 | x | -10 | -1% | -13% | 6% | 14% | -6%
O=C(CSc1nc2ccccc2n1Cc1ccc(F)cc1)N1CCN(c2ccc(F)cc2)CC1 | x | x | -15% | -13 | 4% | 2% | -1% | 0% | u
S=C(Nc1ccc(-c2nc3ccccc3[nH]2)cc1)Nc1cccnc1 | x | x | -45% | 2 | -14% | -20% | 12% | -29% | -9%
O=C(COC(=O)c1ccco1)NC1CCCCC1 | -0.2 | 4 | 0% | -4 | 1% | 6% | -1% | 14% | 4%
Cn1cc(/C=N/n2cnc3sc4c(c3c2=O)CCCC4)c2ccccc21 | 0.4 | 1 | 16% | -3 | -15% | -7% | -1% | 6% | 1%
COc1ccc(-c2nc3cnccn3c2NCc2ccccc2)cc1SC1CCCCC1 | x | x | x | 8 | u | u | 3% | 4% | -7%
C[N+]1(CCN2C(=O)C3CC=C(Cl)CC3C2=O)CCOCC1 (centres undefined) | -0.5 | -6 | -10% | -4 | -4% | 5% | 9% | 23% | -1%
COc1ccc2oc(=O)c(N3C(=O)c4ccccc4C3=O)cc2c1 | 1.2 | -2 | -10% | -6 | -2% | -3% | -10% | 15% | 1%
O=C(COc1ccc(Cl)cc1)Nc1nnc(-c2ccco2)o1 | 0.6 | 13 | i | -3 | -1% | -8% | 6% | 17% | -3%
CCN(CC)S(=O)(=O)c1ccc(NC(=O)[C@H](CCSC)N2Cc3ccccc3C2=O)cc1 | 0.1 | x | -12% | 1 | -2% | -6% | 2% | -14% | -2%
COc1ccc(COC(=O)N/N=C(\C)CC(=O)NCc2ccc(Cl)cc2)cc1 | 0.4 | 7 | 10% | 2 | 1% | 9% | 5% | 12% | 0%
CCOc1ccc2nc(SCC(=O)NCc3ccccc3OC)[nH]c2c1 | -1.9 | 12 | -8% | 10 | 0% | 16% | 13% | 15% | -5%
CSc1ccc(Cl)c(C(=O)NCCOc2cc(C)ccc2C(C)C)c1 | 1.3 | -3 | -28% | 0 | 0% | 0% | x | 22% | -2%
Cc1c(OC(C(=O)O)c2ccccc2)ccc2c3c(c(=O)oc12)CCC3 (centres undefined) | -0.1 | 2 | 0% | 2 | 1% | 2% | -4% | 9% | -2%
Cc1ccc(S(=O)(=O)N2CCOCC2)cc1C(=O)NCCc1ccc(Cl)cc1 | x | x | -20% | -5 | 2% | -3% | 0% | 18% | -3%
COc1cccc(CNC(=O)CCCNC(=O)c2ccc(Cl)cc2)c1 | -1.4 | 2 | -4% | -2 | -10% | 3% | -10% | 8% | -2%
CC(C(=O)Nc1ccc(Cl)cc1)N1C(=O)NC2(CCCC2)C1=O (centres undefined) | -1.5 | 11 | 6% | 2 | 1% | -9% | 0% | -25% | -5%
CCn1c(SCC(=O)N2CCCC2)nc2ccccc2c1=O | 0.3 | -6 | -8% | 0 | 2% | 5% | 2% | -3% | -2%
Additional compounds:
SMILES | D2 agonist | D2 antag | 12-LOX inh | LDHA block | Vif-APOBEC3G blk | Vif-A3F inh | ERG Ets-DNA blk | RGS4 inh | Glioma ERSR ind
COc1ccc(N(C)C(=O)c2ccc3c(Cl)c4c(nc3c2)CCCC4)c(OC)c1 | -0.3 | -1 | -10% | -2 | -4% | -8% | -1% | -37%[56.9 µM] | -3%
COc1ccccc1CC1CC(=O)N(c2ccccc2)C1=O (centres undefined) | 0.5 | -2 | 3% | -1 | 7% | -7% | -1% | 3% | -4%
N#CC1=C(SCc2ccccc2)NC(=O)CC1c1ccc(O)cc1 (centres undefined) | -2.2 | 10 | -8% | 0 | 2% | -3% | -1% | -27% | 0%
CCc1ccc(C(O)c2ncc(-c3ccccc3Cl)[nH]2)cc1 (centres undefined) | x | x | u | -12 | -6% | x | x | x | 5%
O=C(CNC1CCCCC1)N1CCc2ccccc2C1 | -1.6 | 1 | u | -11 | 3% | 1% | 3% | 18% | -3%
CCCCCc1ccc(CC(=O)Nn2c(C)nc3ccccc3c2=O)cc1 | 1.1 | 15 | -27% | 4 | 1% | -8% | x | -38% | -1%
COc1ccccc1C1CC(c2ccc(Cl)cc2Cl)Nc2nc(N)nn21 (centres undefined) | 0.5 | -6 | 316%[activator] | 0 | -5% | -3% | 0% | 0% | -4%
Cc1ccc(C)c(NS(=O)(=O)c2c(C)ccc3nsnc23)c1 | -1.6 | -10 | -23% | -10 | -1% | -1% | -6% | 30% | -1%
C[N+](C)(C)CCOc1ccc([N+](=O)[O-])cc1 | 0.3 | -8 | -6% | -3 | -3% | -10% | 15% | 38% | 15%
COC(=O)CC(N)c1ccc(Br)cc1 (centres undefined) | -0.2 | -13 | -1% | -8 | 4% | -6% | 0% | 33% | -5%
Cc1cc(NC(=O)CN(C)CCOc2ccccc2)ccc1Br | -0.6 | 4 | -23% | -14 | 2% | 10% | -1% | -23% | 0%
O=C(Nc1nncs1)c1cc(-c2ccncc2)nc2ccc(Cl)cc12 | 0.8 | -7 | 0% | -6 | 0% | -3% | 0% | -49% | -4%
Cc1cc(C)cc(NC(=O)COC(=O)CCCC2=NS(=O)(=O)c3ccccc3N2)c1 | x | x | -4% | -4 | 1% | 4% | -2% | 7% | -3%
O=C(Nc1ncn[nH]1)c1cc([N+](=O)[O-])ccc1Cl | 0.2 | -1 | 15% | -9 | -6% | 1% | 1% | -7% | -4%
CCOc1ccc(/C(CCC(=O)O)=N/NC(=S)NC(C)C)cc1 | -2.3 | -6 | u | -10 | 0% | u | 12% | -10% | 1%
CC(C)=N/N=C(\c1cccc([N+](=O)[O-])c1)C12CN3CN(CN(C3)C1)C2 | 1.5 | 17 | -21% | -4 | 0% | 2% | -1% | 19% | 2%
O=C(NCCSCc1ccco1)Nc1cc(Cl)cc(Cl)c1 | 1.9 | 30* | 0% | -1 | 4% | -1% | 20% | -52% | -3%
O=C(NCCN1CCOCC1)c1cc(-c2ccc(Br)cc2)on1 | -0.6 | -5 | 0% | -2 | -8% | -8% | -5% | -32% | 4%
O=C(OCC(=O)N1CCN(C(=O)c2ccco2)CC1)c1ccccc1OCc1ccccc1 | -0.8 | -12 | 286%[activator] | -1 | 3% | 0% | 5% | -24% | 1%
C=CC[C@@H](CC(=O)N[C@@H](CO)Cc1ccccc1)C(=O)N[C@@H](COC(=O)[C@@H](CC=C)Cc1ccc(F)cc1)Cc1c[nH]c2ccccc12 | x | x | -2% | -2 | -5% | -2% | 8% | 10% | 14%
Cc1nc(SCC(=O)NC2CCS(=O)(=O)C2)c(C#N)c(C)c1C (centres undefined) | x | x | 0% | 1 | 0% | 9% | -12% | -10% | -3%
C=CCNS(=O)(=O)c1ccc2c(c1)n(C)c(=O)n2C | x | x | -3% | -3 | -1% | 1% | 2% | -51% | -5%
C[C@H](CO)N1C[C@H](C)[C@@H](CN(C)C(=O)Nc2ccc3c(c2)OCO3)Oc2ccc(NS(=O)(=O)c3cn(C)cn3)cc2C1=O | x | x | u | 1 | -5% | 0% | 5% | 2% | 3%

Screening data: PubChem BioAssay, National Center for Advancing Translational Sciences (NCATS)

A portion of the library; the hit share may differ from the screen's.
